CDK5 inh: inhibitors of human CDK5/p35 kinase, primary screen, biochemical, single concentration. Cyclin-dependent kinase 5 (Homo sapiens) + Cyclin-dependent kinase 5 activator 1 (Homo …. Recombinant CDK5/p35, ADP-Glo luminescence, 60 min. inhibition, % at 10 µM. hit rate 0.01% among 330,000. AID 488839, 2010;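 active means highest replicate inhibition of at least 50% and at least 75% of replicates reaching 50%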;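 further: plate controls were DMSO neutral control for no effect and GW8510 at 10 µM for full effect; many of its hits are not listed in these tables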
PfHsp90 yeast 2: growth inhibition of PfHsp90-expressing yeast, primary screen, antimalarial PfHsp90 inhibitor project, S. cerevisiae, BacTiter-Glo luminescence, single point, set 2; BacTiter-Glo ATP, 48 h; yeast lacking PDR1 and PDR3 efflux regulators; inhibition, % at 9.4 µM; hit rate 0.32% among 310,000;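 active means every replicate shows inhibition above about 80%, whatever the replicate mean, limit read from the data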;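 further: 0% = DMSO neutral controls and 100% = 20 µM radicicol positive controls; yeast relying on Plasmodium falciparum Hsp90 in place of its own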
Rtt109 HAT inh: inhibitors of C. albicans Rtt109/Vps75 HAT, primary screen, biochemical, ThioGlo CoA-SH fluorescence, plate reader; Histone acetyltransferase RTT109 (Candida albicans (strain SC5314 / ATCC MYA-2876)), …; purified Rtt109/Vps75, 4 h; inhibition, % at 34.9 µM; hit rate 0.16% among 330,000; AID 540336, 2011;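 active means inhibition of at least 50% in every replicate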
cardiac RTF act: cardiac RTF calcium sensitivity activators, primary screen, biochemical, IANBD-TnC fluorescence, EC20 calcium | IANBD-labeled TnC RTF fluorescence at EC20 calcium; 0% EC20 calcium, 100% full calcium | activation, % at 7.2 µM | hit rate 0.24% among 340,000 | AID 493008, 2010;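 active means activation above the mean over all tested compounds plus 3 SD, cut at about 30% in these data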;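 further: rise in fluorescence read as greater calcium sensitivity of cardiac thin filaments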
Cardiac RTF inh: cardiac RTF calcium sensitivity inhibitors, primary screen, biochemical, IANBD-TnC fluorescence, EC70 calcium; IANBD-labeled cardiac RTF, Ca2+ fluorescence; inhibition, % at 7.15 µM; hit rate 0.12% among 340,000; AID 493244, 2011;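 active means inhibition above the mean inhibition of all tested compounds plus 3 SD, cut at about 17% in these data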;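 further: assay run at fixed EC70 calcium of 1.6 mM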
PvdQ inh: P. aeruginosa PvdQ acylase inhibitors, primary screen, biochemical, fluorescence, plate reader and imaging, single point. purified PvdQ acylase. inhibition, % at 10 µM. hit rate 0.063% among 340,000. AID 488965, 2010. PvdQ acylase [Pseudomonas aeruginosa LESB58]; in the data active means inhibition above about 30%, passing the limit was not always enough;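 further: 0% = vehicle neutral wells and 100% = reference inhibitor wells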
dFosB act: activators of delta FosB homodimer, primary screen, biochemical, fluorescence polarization, TAMRA-CDK5 oligo, single point. AID 493131, 2011. hit rate 0.99% among 340,000. Protein FosB (Mus musculus), P13346. activation, % at 25 µM. purified delta FosB; percent of positive-control signal above neutral wells;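 active means mean activation above about 17%, with every replicate also reaching it, limit read from the data, passing the limit was not always enough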;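 further: fluorescence polarization rise as delta FosB binds a TAMRA Cdk5 AP-1 oligo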
Target sequence (P13346 whole entry, looked up): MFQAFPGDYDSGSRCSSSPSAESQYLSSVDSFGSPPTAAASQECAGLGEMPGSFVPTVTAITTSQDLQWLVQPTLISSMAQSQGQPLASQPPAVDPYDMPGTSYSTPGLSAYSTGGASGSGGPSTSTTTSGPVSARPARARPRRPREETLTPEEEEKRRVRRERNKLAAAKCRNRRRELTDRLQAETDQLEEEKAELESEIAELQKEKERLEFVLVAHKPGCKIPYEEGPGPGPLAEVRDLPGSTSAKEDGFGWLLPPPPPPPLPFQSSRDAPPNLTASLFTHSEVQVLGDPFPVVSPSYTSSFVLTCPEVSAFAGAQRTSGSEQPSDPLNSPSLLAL
SUMO Mot1 rescue: yeast Mot1-301 growth rescue at high temperature, primary screen, SUMOylation pathway inhibitor project, S. cerevisiae, ATP luminescence, 38.5C | S. cerevisiae Mot1-301 growth rescue; percent above DMSO median, 100 means doubled | growth rescue, % at 18.8 µM | hit rate 1% among 320,000;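 active means every valid replicate shows activation above 250% relative to neutral control wells; inactive means the rest, any valid replicate at or below 250%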;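 further: OY570 slx delta 5 strain wells were the positive control but not used for scaling; some compounds called inactive have numbers as strong as hits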
C-LANA FP: inhibitors of KSHV C-LANA binding to DNA, primary screen, biochemical, fluorescence polarization, FAM-LBS DNA, MBP-C-LANA, single point; Kaposi's sarcoma herpesvirus LANA C-terminal domain (residues 932-1162) DNA binding; inhibition, % at 9 µM; hit rate 0.078% among 340,000; AID 504423, 2011;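 active means highest replicate inhibition at or above 60% at 9 µM, even if other replicates fall short; inactive means all replicates below 60% inhibition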;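 further: 0% = neutral control wells and 100% = 4 µM acridine orange control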
Keap1-Nrf2 PPI: Keap1-Nrf2 protein-protein interaction inhibitors, primary screen, biochemical, fluorescence polarization, single point. Keap1 Kelch-Nrf2 peptide fluorescence polarization, 1536-well. hit rate 0.15% among 340,000. inhibition, % at 9.4 µM; in the data active means inhibition above about 12%;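 further: human Keap1 Kelch domain with fluorescein labeled Nrf2 9mer peptide probe; 0% = neutral control wells and 100% = peptide positive control; higher means more block of Keap1 binding to Nrf2 peptide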
Target sequence (Q14145 whole entry, looked up, the tested form may be a part): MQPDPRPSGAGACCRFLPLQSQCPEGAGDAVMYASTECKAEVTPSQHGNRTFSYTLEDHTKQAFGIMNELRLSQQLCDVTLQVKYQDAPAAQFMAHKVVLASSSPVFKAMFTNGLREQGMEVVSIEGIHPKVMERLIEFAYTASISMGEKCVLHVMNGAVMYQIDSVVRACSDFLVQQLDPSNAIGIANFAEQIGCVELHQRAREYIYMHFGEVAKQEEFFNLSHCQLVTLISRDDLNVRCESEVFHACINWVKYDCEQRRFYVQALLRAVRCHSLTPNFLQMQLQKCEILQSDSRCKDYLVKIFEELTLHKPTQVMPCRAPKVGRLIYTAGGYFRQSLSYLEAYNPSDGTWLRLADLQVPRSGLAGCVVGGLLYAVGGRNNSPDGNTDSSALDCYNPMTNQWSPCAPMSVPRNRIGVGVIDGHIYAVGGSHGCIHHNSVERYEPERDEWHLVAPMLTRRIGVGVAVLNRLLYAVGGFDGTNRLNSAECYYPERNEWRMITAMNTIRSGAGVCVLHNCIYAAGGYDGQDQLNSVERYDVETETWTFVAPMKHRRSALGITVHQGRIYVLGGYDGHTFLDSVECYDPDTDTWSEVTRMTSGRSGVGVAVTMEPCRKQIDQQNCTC
NSD2 inh: NSD2 histone methyltransferase inhibitors, primary screen, biochemical, AlphaScreen, single concentration, set 2. Histone-lysine N-methyltransferase NSD2 (Homo sapiens), O96028. NSD2 peptide methylation, 120 min. inhibition, % at 12.5 µM. hit rate 0.54% among 310,000. AID 743445, 2014; in the data active means inhibition above about 50%
Starred values were filed as active, the others as inactive; x = no result given.

SMILES	CDK5 inh	PfHsp90 yeast 2	Rtt109 HAT inh	cardiac RTF act	Cardiac RTF inh	PvdQ inh	dFosB act	SUMO Mot1 rescue	C-LANA FP	Keap1-Nrf2 PPI	NSD2 inh
O=C(CN(Cc1ccccc1)S(=O)(=O)c1ccccc1)N1CCOCC1	0.7	7	-10	6	-5	-16	-1	-13	2.4	-6	-2
CS(=O)(=O)N(CC(=O)NCc1ccco1)c1cc(C(F)(F)F)ccc1Cl	0.6	-8	-3	0	-4	-10	-6	7	1.2	-3	0
Cc1ccc(C2(c3ccc(C)cc3)NC(=O)N(Cc3c(C)noc3C)C2=O)cc1	0.8	4	7	2	4	-6	-5	-22	0.2	1	0
Cc1c(OC(C)C(=O)NCC2CCC(C(=O)O)CC2)ccc2c(-c3ccccc3)cc(=O)oc12 (configuration not stated)	-0.1	29	5	4	0	4	-6	6	1.6	-3	x
Cc1cc(N2C(=O)C3CC=CCC3C2=O)cc(C)c1Br (configuration not stated)	0.9	0	3	7	-1	-9	-2	-1	-2.1	-1	-4
O=C(CCN1C(=O)c2ccccc2C1=O)C1=NN[C@@H]2C(=O)N(c3ccc(F)cc3)C(=O)[C@H]12	2.6	7	-7	-1	0	-7	-3	15	-0.8	1	-4
Cc1csc(NC(=O)NCC2CCCC(CNC(=O)Nc3nc(C)cs3)C2)n1 (configuration not stated)	0.3	-27	-1	-1	-3	-13	-18	-9	-1.9	-2	0
Cc1ccsc1C(=O)NNC(=O)c1cccc(S(=O)(=O)N2CCCC2)c1	1.0	-9	3	-3	-5	-13	3	0	-1.4	-3	-3
Cc1ccc(CNC(=O)Cn2cnc3c(NCc4ccccc4)ncnc32)o1	-0.2	-2	-1	-6	-4	-3	-2	x	0.4	-2	x
Cc1cc(C)cc(C(=O)NC2CC(C)(C)NC(C)(C)C2)c1	-0.9	8	-4	1	-11	-8	-4	-10	-0.5	-4	24
COc1cc(/C(C)=N\NC(=O)CSc2nc3ccccc3n2C)ccc1O	0.8	1	-2	-3	7	-2	-2	-13	-7.3	6	x
NC(=O)Cn1c(=O)n(CCC(=O)NCCSCc2ccccc2)c(=O)c2ccccc21	-3.7	-12	0	-3	-7	-11	9	16	-0.6	-3	-2
O=C(O)C1CCCCN1C(=O)c1ccc(S(=O)(=O)N2CCCCCC2)cc1 (configuration not stated)	-1.4	-9	4	5	-1	-4	-22	131	0.0	-3	-1
NC(=O)Cn1cc(C(=O)c2cccs2)c2ccccc21	2.1	-14	-5	3	-9	-1	-6	-22	-0.7	0	0
O=S(=O)(c1cccc2ccccc12)N1CCSC1	1.0	7	0	-5	-10	10	1	14	-1.6	-1	-3
CCCCOc1cc(NCc2ccccc2)c2ncn(C(C)C)c2c1	1.1	-4	2	-6	1	-15	-18	3	-0.5	0	x
COc1ccc(C(=O)NC2CCCc3c2cnn3-c2ccc(C)c(C)c2)c(OC)c1OC (configuration not stated)	x	6	1	1	1	-12	-16	x	-1.0	-6	10
COc1ccc(CCNS(=O)(=O)c2cccc(F)c2)cc1OC	1.0	-4	27	7	-7	0	-12	-7	-1.2	-1	1
Cn1c(=O)c(-c2cc(=O)[nH][nH]2)c(O)c2ccccc21	-2.3	3	5	x	x	-10	-4	166	5.3	0	-3
CCc1cccc(OCCCCNCCOC)c1	2.1	13	-4	1	11	-14	2	38	-0.8	2	4

3 entries from above in another layout:
smiles,CDK5 inh,PfHsp90 yeast 2,Rtt109 HAT inh,cardiac RTF act,Cardiac RTF inh,PvdQ inh,dFosB act,SUMO Mot1 rescue,C-LANA FP,Keap1-Nrf2 PPI,NSD2 inh
O=S(=O)(c1cccc2ccccc12)N1CCSC1,1.0,7,0,-5,-10,10,1,14,-1.6,-1,-3
CCCCOc1cc(NCc2ccccc2)c2ncn(C(C)C)c2c1,1.1,-4,2,-6,1,-15,-18,3,-0.5,0,x
COc1ccc(C(=O)NC2CCCc3c2cnn3-c2ccc(C)c(C)c2)c(OC)c1OC (configuration not stated),x,6,1,1,1,-12,-16,x,-1.0,-6,10

Later entries.
SMILES	CDK5 inh	PfHsp90 yeast 2	Rtt109 HAT inh	cardiac RTF act	Cardiac RTF inh	PvdQ inh	dFosB act	SUMO Mot1 rescue	C-LANA FP	Keap1-Nrf2 PPI	NSD2 inh
COC(=O)Oc1nsnc1N1CCOCC1	1.2	0	-5	2	-2	-7	2	134	3.4	-4	x
NNC(=O)c1nc[nH]c1C(=O)Nc1ccccn1	-3.1	-2	0	2	-1	-2	-13	-7	0.1	0	-25
Cc1ccc(NC(=O)C2=CC(c3ccc(C)cc3)=NS(=O)(=O)N2C)cc1	-1.2	-1	-5	1	-6	-9	-6	18	0.1	0	x
Cn1c(=O)c2c(ncn2CC(=O)Nc2nc3ccc(F)cc3s2)n(C)c1=O	0.6	19	-5	3	-10	-15	-18	1	0.3	-5	-1
S=c1[nH]nc(-c2cc(-c3ccccc3)n[nH]2)n1/N=C/c1c2ccccc2cc2ccccc12	0.1	-28	7	-3	-13	-6	-10	8	-0.2	-2	x
CC1(C)Cc2nc3sc4c(SCC(=O)NC(c5ccccc5)c5ccccc5)ncnc4c3cc2CO1	0.0	-1	-1	-5	3	1	-4	x	-0.9	-1	3
CC(=O)c1cccc(S(=O)(=O)Nc2cccc(S(=O)(=O)NC3=NCCC3)c2)c1	1.6	-3	14	0	-2	4	3	-10	-0.2	2	-3
O=C(CN1C(=O)COc2ccccc21)N(Cc1ccc2c(c1)OCO2)CC1CCCO1 (configuration not stated)	-2.1	11	-15	-3	1	-4	1	6	-0.4	5	2
CSc1nc(NCCN(C)C)c2sc3nc(-c4ccco4)c4c(c3c2n1)CCC4	-3.9	-32	-1	10	1	-20	-32	x	-2.2	-2	2
O=C(Nc1ccc(C2CC2(Cl)Cl)cc1)c1cccc([N+](=O)[O-])c1 (configuration not stated)	0.8	-24	2	1	-3	7	-5	-19	-0.2	-4	2
Cc1ccc(C)c(NC(=O)CSc2nnc([C@@H](N)Cc3ccccc3)o2)c1	-0.3	x	2	2	-2	-9	-9	41	0.8	-6	7
O=C1CC(C(=O)O)S/C(=N\NC(=O)c2ccccc2)N1 (configuration not stated)	0.6	0	4	4	-12	-7	4	0	0.9	2	-3
C=CCn1c(SCc2ccccc2)nc(O)cc1=O	-1.3	17	1	-4	2	-19	6	-7	0.7	-4	0
COc1cccc(NC(=O)c2ccc(-c3ccccc3[N+](=O)[O-])o2)c1	-0.7	-2	-5	8	2	6	-17	1	-1.5	-1	7
O=C(CCS(=O)(=O)c1ccc(F)cc1)Nc1ccc(N2CCN(Cc3ccccc3)CC2)cc1	0.9	x	6	3	4	-7	-4	-1	1.1	-1	1
Cc1ccccc1C(=O)N1CCC(C(=O)NC(C)c2ccc(-n3ccnc3)cc2)CC1 (configuration not stated)	-2.1	-5	0	-4	2	-9	-2	-9	-0.8	5	-2
FC(F)(F)c1cc(-c2ccccc2)nc2nc(N3CCOCC3)sc12	-1.6	-5	-17	8	1	-19	-12	x	-0.4	-4	9
COc1cc(C(=O)OCC(=O)Nc2ccc(S(=O)(=O)NC3=NCCCCC3)cc2)cc(OC)c1OC	-0.7	13	1	3	-6	-4	-16	11	-0.1	0	3
COc1ccc(C(NC=O)c2cc(OC)c(OC)cc2Br)cc1OC (configuration not stated)	1.4	-4	-3	0	4	-9	-2	-24	0.0	-2	-2
COc1ccc(/C=N/NC(=O)Cn2cnc3ccccc3c2=O)cc1OC	0.6	15	-4	0	-3	-11	-6	-8	0.9	1	-1
CCN(CC)S(=O)(=O)c1ccc(N2CCOCC2)c(NC(=O)c2cccc3c(=O)c(C)c(-c4ccccc4)oc23)c1	1.1	11	14	-1	1	2	0	88	-1.9	-2	x
COc1ccc(-c2ncc3ccccn23)cc1OC	0.6	3	-3	-3	-2	-18	7	-2	-1.3	-3	4
COc1ccc(N2CCN(C(=O)C(Cc3ccccc3)n3cccc3)CC2)cc1 (configuration not stated)	-1.6	11	-2	1	-3	-1	-8	-10	1.2	-4	x
Cc1ccc(C)c(NC(=S)N2CCN(Cc3ccccc3)CC2)c1	1.5	7	2	-8	4	14	1	23	-2.0	-1	0
COc1ccc(-c2nnc(SCC(=O)N3CCC(Cc4ccccc4)CC3)o2)cc1OC	-1.9	-3	4	-5	-3	9	-1	10	0.9	1	-5
CCOc1cccc2cc(C(=O)N3CC(C)OC(C)C3)c(=O)oc12 (configuration not stated)	0.0	11	-12	3	0	-10	2	-5	2.6	-3	0
COc1cc(C=O)ccc1OCCOCCOc1c(C)cc(Cl)cc1Cl	1.7	10	5	0	-14	-6	-11	10	0.3	-4	0

Ordered by heavy-atom count (rising): part of the list above.
SMILES	CDK5 inh	PfHsp90 yeast 2	Rtt109 HAT inh	cardiac RTF act	Cardiac RTF inh	PvdQ inh	dFosB act	SUMO Mot1 rescue	C-LANA FP	Keap1-Nrf2 PPI	NSD2 inh
NC(=O)Cn1cc(C(=O)c2cccs2)c2ccccc21	2.1	-14	-5	3	-9	-1	-6	-22	-0.7	0	0
COc1ccc(CCNS(=O)(=O)c2cccc(F)c2)cc1OC	1.0	-4	27	7	-7	0	-12	-7	-1.2	-1	1
O=C(O)C1CCCCN1C(=O)c1ccc(S(=O)(=O)N2CCCCCC2)cc1 (configuration not stated)	-1.4	-9	4	5	-1	-4	-22	131	0.0	-3	-1
Cc1ccccc1C(=O)N1CCC(C(=O)NC(C)c2ccc(-n3ccnc3)cc2)CC1 (configuration not stated)	-2.1	-5	0	-4	2	-9	-2	-9	-0.8	5	-2
O=C(CCS(=O)(=O)c1ccc(F)cc1)Nc1ccc(N2CCN(Cc3ccccc3)CC2)cc1	0.9	x	6	3	4	-7	-4	-1	1.1	-1	1
CC1(C)Cc2nc3sc4c(SCC(=O)NC(c5ccccc5)c5ccccc5)ncnc4c3cc2CO1	0.0	-1	-1	-5	3	1	-4	x	-0.9	-1	3
